Screens as filed in PubChem.
CCHF vOTU inh – blocks the CCHF virus ovarian tumor domain protease; inhibition, % at 11.5 µM; CCHFV vOTU protease, Pep-AMC fluorescence; 0.55% of 370,000 active; in the data active means inhibition above about 30%; further: 0% = vehicle wells with enzyme and 100% = no enzyme wells
PfHsp40 rescue – compounds rescuing yeast from Plasmodium falciparum HSP40 toxicity; S. cerevisiae expressing PfHsp40, growth rescue, ATP luminescence; growth rescue, % at 12.5 µM; 0.68% of 340,000 active; in the data active means growth rescue above about 28%, passing the limit was not always enough; inconclusive means no clear call, values can overlap the other calls;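 further: yeast W303a lacking pdr1 and pdr3 grown in galactose medium; growth measured after three days at 30 °C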
Vc quorum ag – quorum light induction in luxS cqsA deficient V. cholerae | V. cholerae BH1578 lux reporter, luminescence, 6 h | activation, % at 18.7 µM | 0.16% of 350,000 active | AID 588436; in the data active means activation mostly above about 9.7%, no sharp cut-off; inconclusive means no clear call, values can overlap the other calls; inactive means mostly below about 3.7%; further: not every result past the cut was called active; inactives centre near 0; reference of the scale not given here
Y pestis TopoI – blocks Yersinia pestis topoisomerase I activity; Y. pestis Topo-I cleavage product accumulation, plate reader; 0.064% of 360,000 active; activity, % at 10 µM; AID 504884; in the data active means activity above about 50%, passing the limit was not always enough; inconclusive means no clear call, values can overlap the other calls; further: inactives centre near 2
VHR inh abs – DUSP3 (human) phosphatase inhibition. AID 1654. P51452. recombinant VHR phosphatase, pNPP absorbance. 0.52% of 290,000 active. inhibition, % at 13.3 µM; in the data active means inhibition above about 50%; further: some compounds called inactive have numbers as strong as hits
Target sequence (P51452 whole entry, looked up): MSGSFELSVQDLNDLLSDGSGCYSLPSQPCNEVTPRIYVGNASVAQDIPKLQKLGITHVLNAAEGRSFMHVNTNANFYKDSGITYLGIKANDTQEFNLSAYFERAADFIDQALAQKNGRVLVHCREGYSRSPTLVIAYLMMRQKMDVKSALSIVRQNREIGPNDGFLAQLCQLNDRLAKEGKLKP
TcdB inh – inhibitors of Clostridioides difficile toxin B glycohydrolase. inhibition, % at 9.99 µM. AID 652162. 0.24% of 350,000 active. TcdB glycohydrolase enzymatic assay, plate reader. P18177; in the data active means inhibition above about 10%
PriA SSB inh – inhibitors of Klebsiella pneumoniae PriA binding to SSB C-terminal tail; AlphaScreen SSBct-PriA binding, biotinylated peptide; inhibition, % at 33 µM; 0.6% of 430,000 active; in the data active means inhibition mostly above about 37%, no sharp cut-off; inactive means mostly below about 20%;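 further: plate controls were negative control peptide for no effect and reference peptide for full effect; strong numbers were not always called active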
Anthrax LF inh2 – blocks Bacillus anthracis lethal factor protease. 0.12% of 360,000 active. AID 588501. inhibition, % at 10 µM. multiplex microsphere protease cleavage assay, LF. P15917; further: plate controls were buffer without enzyme for full effect and enzyme alone for no effect
Target sequence (P15917 whole entry, looked up): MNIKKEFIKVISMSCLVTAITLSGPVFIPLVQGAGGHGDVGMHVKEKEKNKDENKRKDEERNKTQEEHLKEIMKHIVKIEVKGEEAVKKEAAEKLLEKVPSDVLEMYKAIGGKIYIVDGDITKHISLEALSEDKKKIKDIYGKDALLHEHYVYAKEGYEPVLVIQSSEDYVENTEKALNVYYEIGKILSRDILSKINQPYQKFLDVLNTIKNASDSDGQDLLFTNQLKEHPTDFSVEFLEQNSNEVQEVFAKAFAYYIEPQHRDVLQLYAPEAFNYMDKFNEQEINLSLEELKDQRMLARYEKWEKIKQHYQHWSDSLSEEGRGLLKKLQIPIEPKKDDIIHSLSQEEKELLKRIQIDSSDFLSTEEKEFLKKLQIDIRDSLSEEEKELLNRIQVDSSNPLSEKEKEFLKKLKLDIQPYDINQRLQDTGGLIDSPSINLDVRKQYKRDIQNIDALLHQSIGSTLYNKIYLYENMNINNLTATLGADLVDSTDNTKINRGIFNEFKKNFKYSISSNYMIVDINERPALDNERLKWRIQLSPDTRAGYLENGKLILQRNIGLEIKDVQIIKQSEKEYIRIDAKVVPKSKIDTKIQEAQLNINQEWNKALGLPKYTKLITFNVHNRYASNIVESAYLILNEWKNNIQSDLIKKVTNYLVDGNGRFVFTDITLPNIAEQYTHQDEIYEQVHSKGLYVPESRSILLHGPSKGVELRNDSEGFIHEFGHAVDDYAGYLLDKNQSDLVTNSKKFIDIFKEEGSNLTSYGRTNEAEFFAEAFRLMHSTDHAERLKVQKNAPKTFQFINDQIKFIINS
SARS 3CLpro inh – SARS-CoV 3CLpro protease inhibition | inhibition, % at 6 µM | 0.14% of 290,000 active | AID 1706 | P0C6X7 | recombinant SARS-CoV 3CLpro, quenched FRET peptide cleavage; in the data active means inhibition above about 12%
BoNT-A LC inh2 – blocks Botulinum neurotoxin A light chain protease. multiplex microsphere protease substrate cleavage, flow cytometry. inhibition, % at 10 µM. 0.17% of 360,000 active; further: plate controls were buffer without enzyme for full effect and enzyme alone for no effect
Numbers without * were called inactive; i = inactive; ? = inconclusive; . = not tested or not shown; & = joins results of further samples. Unless noted, no stated cut-off is given here; in the data, active means inhibition above about 30%; inconclusive means no clear call, values can overlap the other calls; inactive means below that.

structure	CCHF vOTU inh	PfHsp40 rescue	Vc quorum ag	Y pestis TopoI	VHR inh abs	TcdB inh	PriA SSB inh	Anthrax LF inh2	SARS 3CLpro inh	BoNT-A LC inh2
O=C1N(c2ccccc2)C[C@@H]2C[C@@H](c3cc4ccccc4o3)N3CCC[C@@]123	-15	-0.8	i	8	20	-1.0	-8	-7	2	-2.1
CCCCCCSc1ccc(-c2nc3cc(C)ccn3c2NC2CCCCC2)cc1	-6&-2	1.0	-0.4	-8	.	2.1&-0.6	-6	-15&-9	.	-0.6&-1.2
CCOCCCNC(=O)C(NC(=O)c1ccc(=O)[nH]c1)c1ccc(C)cc1 (configuration not stated)	2	0.6	-0.3	-6	6	0.6	-4	-9	-1	0.2
O=C(N/N=C\c1ccc(Cl)cc1)C1=NOC2COC3(CCN(c4ccc([N+](=O)[O-])cc4)CC3)OCC12 (configuration not stated)	7	0.0	4.5	7	13	-0.6	.	-5	5	1.2
N#CC(C(=O)NC1CC1)c1nc2ccccc2nc1N1CCCC1 (configuration not stated)	-32	0.5	i	2	2	.	-15	4	-2	4.3
O=C(NNS(=O)(=O)c1ccc(F)cc1)C1CCN(S(=O)(=O)c2ccccc2)CC1	-3	-0.6	i	2	27	-1.3	-8	-4	0	0.7
O=C1CCN(S(=O)(=O)c2ccccc2)CCN1CCOCc1ccccc1	0	-2.3	i	1	14	0.8	-8	0	.	-0.4
CCOCCCNC(=O)c1ccccc1NC(=O)C1=C(C)OCCS1	1	0.2	0.2	3	35	-1.3	4	8	2	0.1
CCN1CCN(CC(O)COC(C)C)CC1 (configuration not stated)	-14	1.4	-0.2	-1	12	.	-6	-2	1	-0.3
Cc1cccc(CN2CCN(CC(C)C)C(CCO)C2)n1 (configuration not stated)	-9	-1.5	i	1	15	1.6	-1	2	-2	0.5
CCCC[n+]1ccn(C2=C([O-])c3ccccc3C(=O)/C2=N\S(=O)(=O)c2ccc(Br)cc2)c1	25	-0.8	-0.2	14	-14	2.1	.	2	4	0.0
CC1=C(CC(=O)c2ccccc2)C(=O)c2ccccc2C1=O	40*	1.1	-2.9	6	23	.	1	-2	2	?

Later entries:
structure	CCHF vOTU inh	PfHsp40 rescue	Vc quorum ag	Y pestis TopoI	VHR inh abs	TcdB inh	PriA SSB inh	Anthrax LF inh2	SARS 3CLpro inh	BoNT-A LC inh2
NC(=S)n1[nH]c(-c2ccccc2)c(N=Nc2ccccc2C(=O)N2CCOCC2)c1=O	0	2.9	i	-11	0	0.1	-8	-9	3	-0.5
CCOc1ccccc1C(C(=O)NC1CCCC1)N(Cc1ccco1)C(=O)CNC(=O)c1ccco1 (configuration not stated)	6	-2.2	-1.3	-2	12	.	-9	-4	-2	0.8
COc1ccc(CNc2nc3c(c(=O)n(Cc4ccc(Cl)cc4)c(=O)n3C)n2C)cc1	11	2.4	-7.1	10	5	.	7	-3	-4	0.4
COC(=O)NCC(c1cccnc1)N1CCOCC1 (configuration not stated)	4	-0.4	-0.2	15	-8	0.8	0	4	-2	-0.5
OCC[C@@H]1C[C@@H](O)[C@H](O)[C@]2(Cc3ccccc3CO2)O1	-5	-2.3	1.2	-1	13	0.6	11	4	2	0.6
COC1=C(OC)C(=O)C(Sc2ccc3ccccc3c2)=CC1=O	5	3.3	5.6	21	.	-0.9	1	-17	.	1.5
CCCCN1C(=O)c2ccc(C(=O)NC3(C)CCS(=O)(=O)C3)cc2C1=O (configuration not stated)	1	-0.6	0.7	4	.	-0.3	25	4	.	-0.3
CCc1ccc(/C=N/NC(=O)c2cc(C3CC3)nc3ccc(Br)cc23)s1	11	-1.5	-6.2	-3	27	.	.	0	1	1.7
O=C(COC(=O)c1ccccc1-c1nc2ccccc2s1)Nc1ccccc1C(F)(F)F	-3	0.8	i	0	49	0.8	-5	0	2	0.3
NC(=O)c1sc2nc(N3CCOCC3)c3c(c2c1N)CCCC3	-48	0.0	5.0	0	33	.	-7	1	1	-0.4
O=c1[nH]c2cccnc2n1Cc1ccco1	.	0.5	i	2	27	0.9	-22	0	-2	?
ClC1C(Cl)C(Cl)C(Cl)C(Cl)C1Cl (configuration not stated)	5&-1	0.3&1.2	2.2&0.8	-3&0	.	0.5&-4.6	-2	1&-4	.	-0.7&-0.7

Continued.
structure	CCHF vOTU inh	PfHsp40 rescue	Vc quorum ag	Y pestis TopoI	VHR inh abs	TcdB inh	PriA SSB inh	Anthrax LF inh2	SARS 3CLpro inh	BoNT-A LC inh2
Cc1ccc(SCC(=O)OCC(=O)NCCc2ccccc2)cc1C	2	0.8	0.5	22	.	0.4	-7	-4	.	-0.5
O=C1OC(COCC#Cc2ccccc2)CN1c1ccccc1 (configuration not stated)	5	.	i	10	.	-0.2	.	2	.	0.0
COc1cccc(NC(=O)NC2CCN(Cc3nnnn3Cc3ccc4c(c3)OCO4)CC2)c1	-8	-0.5	-0.2	22	19	0.5	-4	-5	1	-1.3
COc1ccc(CC(=O)Nc2nc3ccccc3s2)cc1S(=O)(=O)N1CCOCC1	-2	0.4	-0.4	-3	23	.	-10	-3	-2	-3.1
CCOC(=O)c1[nH]c(C)c(C(=O)Nc2ccc(F)cc2)c1C	2	-2.1	-0.4	-3	11	1.0	-1	-6	3	0.0
CC(=O)NCCNC(=O)c1ccc(Sc2ccccc2)c([N+](=O)[O-])c1	3	-1.4	-0.3	-10	-1	0.7	-17	-3	1	0.2
N#Cc1ccc(-c2cn3c(n2)SCC3)cc1	-93	0.0	0.9	0	2	-1.3	-6	-1	1	-2.2
CCCC(=O)Nc1c(-c2cccc(C)c2)c(=O)c2ccccc2n1C	14	-1.3	-0.8	-2	27	2.0	4	6	-3	0.7
Cc1onc(-c2ccccc2)c1C(=O)NNC(=S)NC(=O)c1ccc(Br)cc1	0	6.4	-0.2	4	32	0.9	-11	1	4	-1.3
COc1ccccc1N=c1sc2ccccc2n1C	-7	1.7	-1.7	22	0	.	-9	-1	-3	0.1
CC1(C)C2CCC1(CS(=O)(=O)N1CCCC1C(=O)O)C(=O)C2 (configuration not stated)	0	-0.3	11	2	.	0.4	-9	-9	.	-0.4
Cc1ccsc1/C=C/C(=O)O	-4	-0.8	-0.1	-4	11	0.7	-2	-1	0	1.3

Additional compounds.
structure	CCHF vOTU inh	PfHsp40 rescue	Vc quorum ag	Y pestis TopoI	VHR inh abs	TcdB inh	PriA SSB inh	Anthrax LF inh2	SARS 3CLpro inh	BoNT-A LC inh2
CC1(C(=O)NCc2ccccc2Br)CCN1Cc1ccc(-c2ccccn2)cc1 (configuration not stated)	16	.	i	2	.	2.6	.	1	.	-0.2
CCC(=O)Nc1ccccc1C(=O)OCC(=O)c1cccc2ccccc12	19	0.6	-0.4	38	-4	.	-33	-4	2	-0.4
COc1ccc(NS(=O)(=O)c2ccc(C)cc2)c([N+](=O)[O-])c1	12	1.8	i	2	10	8.2	27	-8	2	-1.2
C=CCn1c(=N)n(CC(=O)c2ccc(Br)cc2)c2ccccc21	2	0.9	-0.8	8	-6	1.0	-20	3	-1	3.9
COc1ccc(N(CC(=O)Nc2ccc(C)cn2)S(=O)(=O)c2c(C)nn(C)c2C)cc1	1	0.6	-0.2	8	42	1.1	-1	-6	-1	-0.2
C=CCn1c(Sc2nc(C)cs2)nc2c1c(=O)[nH]c(=O)n2C	-6	-1.3	-0.2	-3	17	.	-1	-2	4	-2.0
CCOC(=O)[C@]12CCC=C1N(Cc1ccccc1)C(=O)[C@H](CC(=O)N1CCN(C(=O)c3ccco3)CC1)C2	-3	.	.	.	.	-0.8	.	-1	.	-0.7
CCc1cccc(NS(=O)(=O)c2csc(C(N)=O)c2)c1	-11	-2.1	-0.6	-2	24	0.8	17	-8	-4	-3.8
O=C(/C=C/c1ccccc1)NC(=S)N1C[C@H]2C[C@H](C1)c1cccc(=O)n1C2	-3	-0.7	-0.5	-1	5	2.0	-10	3	0	-0.1
COc1ccc(C)cc1S(=O)(=O)N1CCN(C)CC1c1ccccc1 (configuration not stated)	19	0.0	-0.6	-5	.	1.7	.	-8	.	0.0
COc1ccccc1N1CCN(C(=O)CCCCn2c(=O)[nH]c3ccsc3c2=O)CC1	14	-1.3	-0.2	12	-24	1.0	-1	-5	.	0.9
COc1ccc(C(=O)/C=C(\C)NCc2ccc3c(c2)OCO3)cc1	-4	0.6	.	-10	20	.	.	4	3	0.3

Carrying on.
structure	CCHF vOTU inh	PfHsp40 rescue	Vc quorum ag	Y pestis TopoI	VHR inh abs	TcdB inh	PriA SSB inh	Anthrax LF inh2	SARS 3CLpro inh	BoNT-A LC inh2
OCC1(Cc2ccc(F)cc2)CCCN(CCc2ccccc2)C1 (configuration not stated)	-12	-0.3	-1.5	-4	16	0.9	-4	8	0	-2.4
O=C(C[n+]1cccc(C(=O)Nc2ccccc2)c1)c1ccccc1	-6	.	.	.	.	0.6	.	6	.	-0.6
CCNC(=O)c1ccccc1SCC(=O)Nc1ccc(F)cc1	2	-1.0	-0.6	12	-3	-0.2	1	-3	2	-0.3
COc1cccc(/C=N/Nc2cc(C)nc(-c3ccccc3O)n2)c1O	7	-0.4	-0.3	0	30	0.1	.	0	3	-0.6
O=C(c1[nH]ncc1[N+](=O)[O-])N1CCOCC1	18	-1.0	i	3	28	1.0	-8	1	2	5.3
Nc1cc(S(=O)(=O)Nc2cc(Cl)ccc2Cl)ccc1N1CCOCC1	-2	-0.7	2.3	5	29	-0.1	3	-7	-1	0.5
O=C(CN1CCN(Cc2ccccc2Cl)C1=O)NCc1cccnc1	3	-1.1	-0.6	11	0	0.8	-4	6	-3	0.0
O=C(CCCCCn1c(=O)[nH]c2ccsc2c1=O)NCc1ccc(F)cc1	0	2.6	-1.9	3	27	.	-10	-6	-2	-1.1
CCCNC(=O)c1nc(C)c(C)nc1C(=O)Nc1cccc(Cl)c1	-3	1.7	-0.4	-2	-2	2.3	-9	1	-3	1.0
COc1nc(C)ccc1-c1noc(-c2ccccn2)n1	.	1.0	-1.4	1	-2	1.4	-4	0	1	2.8
CC1Cc2ccccc2N1c1ncnc2nc[nH]c12 (configuration not stated)	.	-0.5	-0.1	5	25	.	-1&-2	-2	-2	-0.8
CC(C)CC(O)C1CCN(C(=O)CCc2nnc(-c3ccc4c(c3)OCO4)o2)CC1 (configuration not stated)	2	-0.1	1.4	18	-12	1.2	2	2	2	-1.0

(continued)
structure	CCHF vOTU inh	PfHsp40 rescue	Vc quorum ag	Y pestis TopoI	VHR inh abs	TcdB inh	PriA SSB inh	Anthrax LF inh2	SARS 3CLpro inh	BoNT-A LC inh2
Cc1ccc(NC(=O)CSc2nnc(N)s2)cc1S(=O)(=O)N1CCCCC1	22	-0.1	-1.0	15	14	0.5	9	4	3	6.0
O=C(Nc1cccc(O)c1)c1ccc(Br)cc1	-9	0.3	-0.2	-11	-1	.	7	-7	-1	2.7
N#Cc1c(C(F)(F)F)cc(-c2cccs2)nc1SCc1ccc(Cl)nc1	-10	-1.0	i	1	30	.	2	3	-2	4.8
COc1cc(OC)cc(-c2nnc(SCC(=O)N3CCCCC3)o2)c1	3	0.4	-0.4	-6	15	1.6	-11	-8	-1	-0.9
CCn1ncc(Br)c1C(=O)Nc1c(C)nn(Cc2c(F)c(F)c(F)c(F)c2F)c1C	-8	-1.6	i	-10	-9	0.9	2	-1	-3	-1.0
CCOC(=O)C1CCN(c2ncnc3c2cnn3-c2ccc(Cl)cc2)CC1	-8	1.2	-0.3	-9	26	.	-21	0	8	0.7
CC(C(=O)OCC(=O)NC1CCCCC1)N1C(=O)c2ccccc2C1=O (configuration not stated)	-1	1.3	-5.9	3	.	3.8	-5	1	.	0.2
O=C1OC(c2ccc(F)cc2)CC1CN1CCOCC1 (configuration not stated)	-9	.	.	.	.	0.5	.	-2	.	-0.5
CCC(=O)N1CCCN(S(=O)(=O)c2ccc(C)cc2)C1c1ccc(OC)cc1 (configuration not stated)	11	0.3	-0.3	19	46	-0.6	1	4	-1	-1.7
COc1cccc(NC(=O)Cn2c(=O)n(CCC(=O)NC3CCN(Cc4ccccc4)CC3)c(=O)c3ccccc32)c1	-15	-1.5	i	7	4	1.1	-5	2	1	-0.9

An excerpt; rates above refer to the full screens.
